Screens from PubChem.
PPARg SRC3 recr = agonists of human PPARgamma SRC-3 coactivator recruitment; hit rate 0.26% among 200,000; P37231; biochemical PPARgamma/SRC-3 coactivator recruitment assay; activation, % at 8 µM; in the data active = activation above about 23%;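 also: 0% = DMSO and 100% = reference agonist; some compounds past the cut are filed as inactive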
PPARg SRC-2 ag = agonists of SRC-2 recruitment by human PPARgamma; PPARgamma LBD-SRC-2 recruitment, biochemical; hit rate 0.34% among 200,000; P37231; activation, % at 8 µM; in the data active = activation above about 22%;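 also: 0% = vehicle and 100% = reference agonist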
HMGR II inh = blocks class II HMG-CoA reductase of Enterococcus faecalis. purified E. faecalis HMGR, NADPH absorbance 340 nm kinetic. inhibition, % at 10 µM. hit rate 0.41% among 190,000;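 active = inhibition above a set limit, the median over all tested compounds plus 3 SD, cut at about 9.5% in these data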;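 also: enzyme runs in reverse so mevalonate oxidation gives rising NADPH absorbance; 0% = complete reaction with DMSO and 100% = background rate lacking mevalonate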
DTT redox prof = compounds producing H2O2 with reducing agent – biochemical, NIH compound library profiling, artefact control for MLSCN library redox annotation, primary screen | DTT-dependent redox cycling H2O2, phenol red/HRP absorbance; 100% = 100 µM peroxide control, 0% = buffer | activation, % at 10 µM | hit rate 0.03% among 200,000;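 active = activation of at least 50% relative to the plate's high and low controls in the primary single-dose screen; inactive = activation below 50%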;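 also: compound incubated with DTT at 0.8 mM final as the reducing agent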
ROMK primary = modulates human ROMK potassium channel activity; P48048; Tet-inducible ROMK, thallium flux fluorescence; actives lie on both sides; B-score at 10 µM; hit rate 2% among 130,000;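 active = signal ratio slope over the read window, or its plate-corrected B-score, at least 3 SD from the plate mean, either direction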;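 also: B-score of the F/F0 ratio slope over 7 to 12 s after thallium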
Target sequence (P48048 whole entry, looked up): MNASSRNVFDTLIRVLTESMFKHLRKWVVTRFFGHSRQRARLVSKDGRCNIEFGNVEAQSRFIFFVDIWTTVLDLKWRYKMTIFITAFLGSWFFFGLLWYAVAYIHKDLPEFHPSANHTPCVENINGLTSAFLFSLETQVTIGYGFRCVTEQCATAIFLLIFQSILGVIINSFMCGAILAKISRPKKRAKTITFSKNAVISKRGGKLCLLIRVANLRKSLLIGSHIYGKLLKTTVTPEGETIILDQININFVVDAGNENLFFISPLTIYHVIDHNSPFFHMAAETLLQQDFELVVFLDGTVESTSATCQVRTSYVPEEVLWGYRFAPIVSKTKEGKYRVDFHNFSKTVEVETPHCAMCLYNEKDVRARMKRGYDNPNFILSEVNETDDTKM
RAM inhibit = yeast RAM network inhibition; S. cerevisiae dse1pr::URA3 reporter, 5-FOA growth OD615, 2 d; analog-sensitive cbk1-as2 kinase mutant strain; hit rate 1.8% among 190,000; inhibition, % at 50 µM; AID 868;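 active = inhibition above a set limit, 3 SD over mean compound inhibition, cut at about 8.4% in these data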;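 also: 0% = DMSO-only wells with no growth and 100% = 10 µM 1-NA-PP1 full growth; inhibition rescues growth on 5-FOA so higher OD means more RAM inhibition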
S1P3 antag = antagonists of human S1P3 receptor | hit rate 0.27% among 170,000 | inhibition, % at 4.98 µM | CHO S1P3 NFAT-BLA reporter, FRET fluorescence, antagonist mode | AID 485;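 active = inhibition above the plate cutoff, the mean inhibition of test wells on that plate plus 3 SD, cut at about 28% in these data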;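 also: cells challenged with S1P at its EC80 of 0.8 µM; blue over green emission ratio from cleaved BLA substrate after 4 h stimulation; 0% = S1P-stimulated wells and 100% = unstimulated DMSO-only wells; some compounds past the cut are filed as inactive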
Target sequence (Q99500 whole entry, looked up): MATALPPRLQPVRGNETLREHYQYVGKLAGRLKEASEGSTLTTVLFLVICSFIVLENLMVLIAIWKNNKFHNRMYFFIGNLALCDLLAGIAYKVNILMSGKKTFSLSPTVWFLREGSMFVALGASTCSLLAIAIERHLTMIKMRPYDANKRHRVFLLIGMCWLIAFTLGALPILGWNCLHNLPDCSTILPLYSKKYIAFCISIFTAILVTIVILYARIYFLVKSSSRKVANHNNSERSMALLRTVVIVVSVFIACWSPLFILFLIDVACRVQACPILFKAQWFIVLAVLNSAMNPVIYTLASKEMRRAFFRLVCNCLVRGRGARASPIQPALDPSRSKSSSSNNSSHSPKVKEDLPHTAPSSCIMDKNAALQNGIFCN
L major viab = Leishmania major promastigote growth inhibition. inhibition, % at 10 µM. hit rate 9% among 200,000. AID 1063. Leishmania major promastigotes, resazurin fluorescence viability; in the data active = inhibition above about 50%;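 also: promastigotes grown with compound for 44 hours at 28 °C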
bIAP inhibitor = blocks bovine intestinal alkaline phosphatase activity; purified bovine IAP, CDP-star luminescence, 30 min; inhibition, % at 20 µM; 190,000 tested, under 10 active; AID 1019;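 active = over 50% inhibition of intestinal alkaline phosphatase at 20 µM in the single-dose screen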
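System: purified bovine intestinal alkaline phosphatase (IAP) enzyme; Input: IAP diluted 1/65,000,000 in the well; Measured by: CDP-star luminescence signal; Compound dosing: 20 µM single dose; Incubation: 30 min reaction at room temperature.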
TR-FRET SRC-2 ct = flags TR-FRET format artefacts in PPARgamma SRC-2 recruitment agonist screen. TR-FRET artefact counter-screen; stronger effect = higher value. TR-FRET ratio at 8 µM. hit rate 0.4% among 200,000; in the data active = TR-FRET ratio above about 2000; also: inactives centre near 1500; reference of the scale not given here
PPARg SRC1 recr = promotes SRC-1 coactivator recruitment by human PPARgamma; hit rate 0.41% among 200,000; PPARgamma-SRC-1 coactivator recruitment biochemical assay; activation, % at 8 µM; in the data active = activation above about 19%;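 also: 0% = DMSO and 100% = reference agonist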
Numbers without * were called inactive; x = not tested or not shown. Compounds were not picked by outcome. About 13% of those tested had a hit in this group.

SMILES	PPARg SRC3 recr	PPARg SRC-2 ag	HMGR II inh	DTT redox prof	ROMK primary	RAM inhibit	S1P3 antag	L major viab	bIAP inhibitor	TR-FRET SRC-2 ct	PPARg SRC1 recr
COc1ccc(-c2nc(NC(=O)C3CCN(c4nc5ccccc5o4)CC3)sc2C)cc1	0.3	6.3	1.0	1.0	x	4.9	6.9	78.9*	-3.7	1646	12.9
O=C(O)c1cc(NCc2ccccc2C(F)(F)F)ccc1N1CCOCC1	5.0	5.4	-4.5	-8.5	x	1.2	-0.3	16.1	7.2	1613	3.1
CCc1ccc(C(=O)COC(=O)CNC(=O)c2ccco2)cc1	-3.1	-1.1	1.6	-2.2	x	1.5	-45.2	-8.1	0.0	1490	-1.3
CCOc1ccc(OCC)c(S(=O)(=O)NCc2ccccn2)c1	-10.0	1.1	-2.1	2.1	x	0.9	x	-0.1	9.3	1492	-11.4
COc1cccc(CNC(=O)C2CCN(S(=O)(=O)c3cccs3)CC2)c1	0.9	14.2	-1.1	0.4	0.00493	-0.1	x	-1.1	28.9	1360	1.1
C/C=C/COC(=O)c1[nH]c2c(c1C)C(=O)CC(c1ccco1)C2 (centres undefined)	8.4	7.6	5.6	-0.1	x	2.1	1.4	6.8	16.9	1515	4.0
Cc1ccc2cc(/C=N/NC(=O)[C@H](C)NC(=O)OC(C)(C)C)c(Cl)nc2c1	-7.8	4.4	-4.5	0.7	x	0.6	-12.7	6.3	3.1	1560	3.5
COc1ccc(/C=C/C(=O)Nc2cccnc2)cc1OC	3.8	3.4	-2.0	-2.2	0.456	1.9	4.5	-4.5	-13.2	1418	-4.5
COc1ccc(-n2nnc3c(=O)n(CC(=O)N4CCCC4)cnc32)cc1	-10.8	0.2	2.6	-3.3	0.479	0.9	-4.0	-0.4	1.8	1819	5.7
C/C(=N\NC(=S)NCc1ccccc1)c1ccc(C)o1	7.2	5.8	1.6	-0.7	1.43	3.5	-10.8	-5.9	-3.7	1624	4.2
COc1ccc(CNC(=O)C2CSC(=O)C2)cc1 (centres undefined)	0.0	3.9	-1.1	-4.3	1.03	2.3	8.3	-3.9	7.6	1621	-3.5
CCOC(=O)c1ccc(NC2=CC(=O)C(=O)c3ccccc32)cc1	-0.5	8.0	-1.4	6.6	x	4.5	x	99.7*	28.6	1627	6.6
Cc1cc(N2CCOCC2)nc(-c2ccc(Br)cc2)n1	3.1	5.1	-0.7	-0.7	0.0177	0.5	-1.6	-2.8	4.7	1733	2.0
COc1ccc(OCC(O)CN2CCN(c3ncccn3)CC2)cc1 (centres undefined)	0.4	-5.0	0.2	-0.2	x	0.1	9.9	-7.8	-17.0	1522	4.5
O=C(CSc1nnc(SCC(=O)c2ccco2)s1)c1ccco1	-13.3	1.8	-9.2	0.0	0.698	5.9	-1.4	1.6	5.1	1642	-5.4
O=C(c1cccc2ccccc12)N1CCN(c2ccccc2F)CC1	6.0	1.2	-3.7	0.1	-1.44	-0.3	-8.0	2.8	0.2	1645	9.2
O=S(=O)(c1cccs1)N1CCN(S(=O)(=O)c2cccs2)CC1	3.8	-4.4	-4.3	-0.2	0.855	6.0	-3.5	-4.8	-5.7	1482	0.7
COC(=O)c1cnn2c(C(F)(F)F)cc(-c3ccc(F)cc3)nc12	3.6	-3.0	-2.7	-0.6	-0.496	1.1	-22.1	-5.9	-2.8	1604	13.0
COc1ccc(C(=O)NC(=S)Nc2cccc(S(=O)(=O)N3CCOCC3)c2)cc1	1.7	-5.2	0.3	-0.7	2.14	5.7	-9.0	5.3	23.4	1471	-2.9
CCOC(=O)C1(CCc2ccccc2)CCN(Cc2c(O)cccc2OC)CC1	1.0	-3.2	-2.3	-0.9	-2.79*	1.5	27.3	91.4*	14.1	1452	-0.6

Next part, starting with the last 2 of the part before.
SMILES	PPARg SRC3 recr	PPARg SRC-2 ag	HMGR II inh	DTT redox prof	ROMK primary	RAM inhibit	S1P3 antag	L major viab	bIAP inhibitor	TR-FRET SRC-2 ct	PPARg SRC1 recr
COc1ccc(C(=O)NC(=S)Nc2cccc(S(=O)(=O)N3CCOCC3)c2)cc1	1.7	-5.2	0.3	-0.7	2.14	5.7	-9.0	5.3	23.4	1471	-2.9
CCOC(=O)C1(CCc2ccccc2)CCN(Cc2c(O)cccc2OC)CC1	1.0	-3.2	-2.3	-0.9	-2.79*	1.5	27.3	91.4*	14.1	1452	-0.6
Cn1c(=O)[nH]c(=O)c2c1nc1n2CCCN1CCc1ccccc1	2.8	11.8	-0.2	1.9	x	-0.2	-26.6	1.6	11.9	1366	5.0
O=C(CCN1C(=O)c2ccc([N+](=O)[O-])cc2C1=O)Nc1ccc(O)cc1C(=O)O	3.8	1.2	0.8	-0.9	x	2.7	-12.6	-5.0	0.8	1493	8.4
O=[N+]([O-])c1ccc(-c2ccn[nH]2)o1	-6.5	-7.0	-0.4	-0.4	x	0.1	19.3	42.0	3.0	1378	-7.9
Cc1c(/C=C/C(=O)c2cccs2)cnn1C	9.1	-4.4	-4.0	0.5	-0.455	-1.6	x	7.9	-32.2	1634	1.1
CCN(CCNC(=O)c1ccc(CSc2nc3ccncc3[nH]2)cc1)c1ccccc1	10.1	2.8	-6.0	-0.3	-1.24	1.2	-10.6	18.6	5.0	1360	0.2
O=S(=O)(c1ccccc1)N1CCC(O)(CSc2ccccc2)CC1	0.2	-3.4	-8.0	-1.1	-1.82	0.0	-10.6	6.3	4.3	1203	-7.4
O=C1NCCN1c1ccc(CN2CCN(C3CCCCC3)C(CCO)C2)cc1 (centres undefined)	0.9	-4.5	1.5	0.4	0.57	-0.1	-6.7	7.8	-2.2	1499	1.5
CCOC(=O)c1c(O)c2c(n(Cc3ccco3)c1=O)CCCC2	-0.2	1.3	-5.6	-1.2	x	-0.9	x	-10.5	4.4	1628	4.4
COc1ccnc(N=CNOCc2cccc(C(F)(F)F)c2)c1C#N	4.8	11.9	4.5	-0.6	1.46	6.3	-10.7	1.5	10.0	1489	7.0
Cc1cc(Br)ccc1OCC(=O)NNC(=O)Cc1ccccc1	2.8	-0.7	-1.5	0.0	-0.197	2.0	-12.8	-6.4	6.9	1417	3.1
COc1ccc(NC(=O)C23CC4CC(C2)CC(n2cnc(Br)n2)(C4)C3)c(OC)c1	-2.1	7.1	0.6	-16.9	x	0.2	x	4.6	-11.8	1534	3.5
Cc1ccc2c(c1)-c1[nH]c(=S)ncc1CS2	-1.8	1.2	-3.1	0.1	0.399	2.9	-19.4	21.4	-2.2	1361	-2.0
Cc1ccccc1C(=O)Oc1cccc(Nc2ncnc3ccccc23)c1	10.9	1.6	x	-3.7	x	x	x	56.5*	x	1702	3.8
Cc1ccc(SCc2[nH]nc3c2C2(C(=O)N(C)c4ccccc42)C(C#N)=C(N)O3)cc1 (centres undefined)	12.4	11.4	4.5	0.1	0.0478	4.3	-21.4	0.1	-27.0	1560	1.8
COCCNC(=O)C(c1cccs1)N(Cc1cccs1)C(=O)Cn1nnc2ccccc21 (centres undefined)	4.3	8.1	-2.6	2.4	x	2.0	x	0.3	-0.2	1603	4.5
C/C(=N\Nc1nccnc1Cl)c1c(F)c(F)c(F)c(F)c1F	-1.5	7.4	-6.5	-0.1	-0.735	-0.4	11.4	-8.8	-1.7	1636	7.2
Cc1ccc(C2CC(c3ccc(Cl)cc3)=NNC2=O)cc1 (centres undefined)	-6.2	12.0	1.4	0.0	-2.07	-1.6	x	1.6	35.7	1583	0.1
CN(C)C(=O)c1ccc(NC(=O)c2cncc(Br)c2)cc1	-4.4	-4.1	-1.4	-2.4	x	-0.5	8.2	-3.7	15.5	1536	1.6
COC(=O)c1ccc(/C=N/OCC(=O)NC2CCCCCCC2)cc1	3.3	-2.1	-4.5	1.1	-1.4	-0.3	x	8.9	13.8	1653	1.8
COc1cccc(NC(=O)COC(=O)CCOc2ccccc2OC)c1	7.3	8.7	-5.8	-0.7	2.55	1.9	-18.6	-0.7	-1.8	1726	0.4
Oc1c(CN2CCN(c3ccc(F)cc3)CC2)cc(Cl)c2cccnc12	4.9	-4.4	-0.2	0.0	0.237	-0.2	x	100.4*	-11.9	1658	0.3
Cc1ccc(NC(=S)NC2CCCCC2)cc1S(=O)(=O)N(C)C	0.4	0.2	-3.2	-0.2	-0.899	5.7	-7.5	28.2	-22.9	1527	-2.3
O=C1OC2(CCCCC2)OC(=O)C1=CNc1ccc2c(c1)OCO2	-2.9	2.3	-5.0	-4.1	x	3.1	-38.2	-2.0	6.9	1672	-4.3
CCn1c(C)cc(=S)c2ccccc21	13.5	12.4	-0.6	0.1	x	-1.7	-4.2	24.3	30.3	1501	11.2
CC[C@H](C)[C@@H]1NC(=O)c2cc([N+](=O)[O-])cc(I)c2SC[C@@H](C(N)=O)NC(=O)[C@H](CCCCN)NC1=O	1.9	15.2	-3.8	-0.2	1.3	-0.7	-18.5	-5.1	-0.4	1714	6.8
O=C(C(Sc1ccccc1)c1ccc(Br)cc1)N1CCOCC1 (centres undefined)	1.9	8.3	-12.9	0.4	x	-0.4	-6.6	8.1	14.9	1632	5.1
CCOC(=O)CSc1nc2cccnc2n1-c1ccc(F)cc1	1.7	-0.7	-2.9	3.2	x	1.4	10.5	1.1	6.3	1492	2.0
C=CCOc1cccc(C2C(C(=O)c3ccc(C)o3)=C(O)C(=O)N2c2nccs2)c1 (centres undefined)	22.9	31.9*	-1.6	2.3	x	1.1	x	-10.1	1.1	2025*	23.9*
NC(=O)Cn1nnc(-c2ccccc2NC(=O)c2cnccn2)n1	-2.8	2.3	-5.3	0.6	0.903	5.4	x	1.2	17.5	1694	4.7
O=C(NC(c1ccccc1)c1c(O)ccc2ccccc12)c1ccccc1Cl (centres undefined)	20.9	6.6	1.0	-2.9	x	1.4	x	99.7*	-2.4	1555	12.1
COCCNC(=O)c1ccc(CS(=O)(=O)c2c(Cl)cccc2Cl)o1	-0.1	-1.5	4.8	-0.6	x	-0.5	-13.6	-6.3	14.8	1527	1.3
OCC1(Cc2ccccc2)CCN(CCCC2CCCC2)CC1	1.2	3.4	-1.1	-0.2	-1.67	-1.3	-0.9	95.5*	-2.4	1525	0.8
C=CCn1c(SCCCc2ccccc2)nc2c1c(=O)[nH]c(=O)n2C	0.6	0.1	-1.6	-0.3	x	-0.2	-10.2	1.8	-0.2	1492	-2.4
COc1ccc(CCNC(=O)c2ccc(CNS(=O)(=O)c3cccc(Cl)c3)cc2)cc1OC	-3.3	-0.8	-1.7	0.5	x	3.2	-6.0	4.5	16.7	1570	-1.4
CCCCOC(=O)Cn1c(=N)n(CCN(CC)CC)c2ccccc21	5.7	12.0	-0.6	-0.2	-0.8	0.5	x	-3.1	37.1	1438	5.5
Cc1ccc2oc(-c3cccc(NC(=S)NC(=O)c4cccs4)c3)nc2c1	-2.0	8.7	-1.9	0.2	x	1.5	-10.3	-2.3	-37.0	1775	6.5
Cc1ccc(S(=O)(=O)N2CCCC2C(=O)NCCc2nc3ccccc3[nH]2)cc1 (centres undefined)	-5.3	-0.7	-1.7	0.2	x	-0.2	11.0	-3.1	21.2	1586	-2.3
